# STK33 inh: blocks human STK33 kinase activity. purified STK33, MBP phosphorylation, ADP-Glo luminescence. actives 0.073% (n = 320,000). inhibition, % at 10 µM;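 active = inhibition at or above 25%, using the most active replicate where run in duplicate; inactive = inhibition below 25%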
# Target sequence (Q9BYT3 whole entry, looked up): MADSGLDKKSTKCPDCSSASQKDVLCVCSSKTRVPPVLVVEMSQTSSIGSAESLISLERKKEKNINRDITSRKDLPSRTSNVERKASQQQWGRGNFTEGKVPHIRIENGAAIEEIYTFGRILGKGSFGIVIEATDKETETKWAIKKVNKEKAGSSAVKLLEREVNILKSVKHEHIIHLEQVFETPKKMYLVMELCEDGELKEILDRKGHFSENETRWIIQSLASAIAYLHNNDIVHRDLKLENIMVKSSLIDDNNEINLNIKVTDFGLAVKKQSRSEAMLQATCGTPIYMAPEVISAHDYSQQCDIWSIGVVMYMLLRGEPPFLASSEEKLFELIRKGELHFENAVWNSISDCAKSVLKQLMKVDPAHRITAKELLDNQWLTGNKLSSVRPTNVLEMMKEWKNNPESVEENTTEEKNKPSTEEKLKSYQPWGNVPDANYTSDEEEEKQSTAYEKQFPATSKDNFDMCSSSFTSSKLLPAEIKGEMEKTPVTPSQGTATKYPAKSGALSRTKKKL
# Kir21 block: inhibitors of mouse Kir2.1 inward-rectifier potassium channel | P35561 | HEK293-Kir2.1, FluxOR thallium flux fluorescence; active compounds read low | B-score at 10 µM | actives 0.85% (n = 310,000) | AID 1672;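 active = fluorescence ratio B-score at or below minus 3 SD of library scores, with starting-brightness B-score within 2 SD, cut at about -4.2 in these data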;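 also: channel flux triggered by added potassium and thallium sulfate stimulus; B-score of peak minus minimum fluorescence over baseline after thallium stimulus; more negative B-score means stronger Kir2.1 block with less thallium influx; some compounds called inactive have numbers as strong as hits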
# Target sequence (P35561 whole entry, looked up): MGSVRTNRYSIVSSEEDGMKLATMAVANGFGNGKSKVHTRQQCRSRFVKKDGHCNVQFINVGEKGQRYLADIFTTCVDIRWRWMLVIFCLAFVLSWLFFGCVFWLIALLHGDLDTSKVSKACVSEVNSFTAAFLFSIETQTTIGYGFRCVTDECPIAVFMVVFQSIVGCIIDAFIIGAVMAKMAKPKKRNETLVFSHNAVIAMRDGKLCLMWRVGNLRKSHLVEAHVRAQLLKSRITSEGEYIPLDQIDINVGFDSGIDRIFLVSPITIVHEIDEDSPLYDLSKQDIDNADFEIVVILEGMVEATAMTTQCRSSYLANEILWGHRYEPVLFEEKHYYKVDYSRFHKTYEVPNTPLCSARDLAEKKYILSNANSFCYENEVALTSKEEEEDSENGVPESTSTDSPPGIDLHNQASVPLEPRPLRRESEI
# KCNQ2 block: KCNQ2 potassium channel inhibitors, primary screen, cell-based, CHO-K1, FluxOR thallium flux, B-score (AID 2156). actives 1.1% (n = 310,000). O88943. B-score at 10 µM. 20 min; active compounds read low;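 active = fluorescence ratio B-score at most minus 3 library SDs, with starting brightness B-score within 2 library SDs, cut at about -5.5 in these data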
# * hit, by the source's call; i = inactive; x = no result given.
KCNQ2 block	STK33 inh	Kir21 block	Structure
i	-1.9	-0.44	CCOc1ccccc1-n1c(SCC(N)=O)nnc1-c1ccc(O)cc1
i	-0.5	-1.7	Cc1c(C)n2c(SCC(=O)NCc3ccc4c(c3)OCO4)nnc2[nH]c1=O
i	0.4	-0.97	CCCc1cc(-c2n[nH]c(=S)n2C(C)c2ccccc2)cs1 (configuration not stated)
i	1.4	0.85	OCC#Cc1cnc2ccccc2c1
i	0.1	-1.2	Fc1ccccc1COc1cccc(/C=N/n2cnnc2)c1
i	-1.4	-0.05	COc1ccc(CNCC(=O)Nc2cccc(S(N)(=O)=O)c2)cc1
i	0.8	1.2	COCCOC(=O)C1=C(C)NC2=C(C(=O)CCC2)C1c1ccc(N(C)C)cc1 (configuration not stated)
i	-1.2	-0.34	CC(O)(CS(=O)(=O)Cc1ccccc1)C(=O)Nc1ccc(C(F)(F)F)cc1 (configuration not stated)
i	-0.9	0.09	CC(C)(C)N1C(=O)c2ccccc2NC(=O)N1Cc1ccc(Br)cc1
i	-1.2	-1.3	COc1ccc(-c2[nH]c(-c3ccc(Cl)cc3)nc2SCC(=O)Nc2nccs2)cc1
i	-1.2	0.5	Cc1cccc(-n2ncc(Cl)c(Cl)c2=O)c1
i	0.9	0.02	Cc1cccc(Cc2nnc(CCC(=O)NCc3ccncc3C)o2)c1
i	-1.1	-0.98	CSc1nncc(=O)[nH]1
i	-0.4	1.1	COc1ccccc1NC(=O)Cn1nnc(C(=O)NCCc2ccccc2)c1N
i	-2.5	-0.56	C=CCn1c(C)cc(C(=O)COc2nncc3ccccc23)c1C
i	-1.4	1.6	Cc1cc(Oc2ccc([N+](=O)[O-])cc2)nc(N2CCOCC2)n1
i	-1.0	-1.2	Cc1nc2nc(NCc3cccs3)nn2c(C)c1Cl
i	-1.2	-0.17	CC(C)n1c(SCC(=O)NC2CCCCC2)nnc1-c1ccco1
i	-0.5	0.69	CN1CCN(C(=O)CSc2nnc(COc3ccc(Cl)cc3)o2)CC1
i	-1.6	0.43	O=P1(O)C=C(c2ccccc2)OC(c2ccccc2)=C1
i	3.8	2.8	CCCCc1ccc(Nc2nc(N3CCOCC3)nc(N3CCOCC3)n2)cc1
i	-0.1	0.19	COc1ccc(S(=O)(=O)N2CCN(Cc3ccco3)CC2)cc1
-7.6*	0.2	-0.67	Cc1ccc(S(=O)(=O)c2c(C)nn(C(C)(C)C)c2OC(=O)CC(C)C)cc1
i	-0.9	-1.1	CCCNS(=O)(=O)c1ccc(OCC(=O)N2CCc3ccccc3C2)c(C)c1
-5.8*	-0.2	0.29	O=C(c1ccc(Cl)c(S(=O)(=O)NCc2ccccc2)c1)N1CCN(c2ccccn2)CC1
i	-4.8	0.37	COc1ccc(OC)c(CNn2c(-c3ccccc3F)nc3ccccc3c2=O)c1
i	-1.8	1.2	CC(=O)N/N=C(\C)CCc1ccccc1
i	-1.3	-2.4	CCOC(=O)C(C)n1cnc2c(nnn2-c2ccccc2)c1=O (configuration not stated)
i	-0.8	0.3	CCN(CCn1cccn1)C(=O)CCc1nnc(-c2ccccc2)o1
i	0.3	-0.05	Cc1ccccc1NC(=O)C1CCCN(S(=O)(=O)c2ccc(-n3cnnn3)cc2)C1 (configuration not stated)

# By substructure, the compounds so far containing fluorine.
KCNQ2 block	STK33 inh	Kir21 block	Structure
i	0.1	-1.2	Fc1ccccc1COc1cccc(/C=N/n2cnnc2)c1
i	-1.2	-0.34	CC(O)(CS(=O)(=O)Cc1ccccc1)C(=O)Nc1ccc(C(F)(F)F)cc1 (configuration not stated)
i	-4.8	0.37	COc1ccc(OC)c(CNn2c(-c3ccccc3F)nc3ccccc3c2=O)c1

# (continued)
KCNQ2 block	STK33 inh	Kir21 block	Structure
i	-0.5	-0.3	Cc1cc(C)c(C#N)c(Sc2ccccc2N)n1
i	0.8	0.6	CN(C(=O)CSc1nc2c(c(=O)[nH]1)CCCC2)C1CCCCC1
i	3.6	-0.02	C/C(=N\NC(=O)CNc1cccc(C(F)(F)F)c1)c1cccs1
i	-2.9	-0.6	NC(=O)c1ccc(-n2nnnc2Oc2ccc(Br)cc2)cc1
i	-0.8	-0.01	C/C(=N\NC(=O)c1c(Br)cnn1C)c1ccc(NC(=O)c2ccc(F)cc2)cc1
-5.8*	0.0	-2.2	O=C1C(Cl)=C(NCCN2CCCCC2)C(=O)c2ccccc21
i	0.2	0.8	Cc1cccc(NC(=O)c2ccc(Cl)c(NC(=O)c3ccncc3)c2)c1C
i	-0.6	0.22	O=C(N=C1SCC(=O)N1c1ccccc1Cl)c1ccco1
i	-1.9	-1.2	O=C(Nc1ccc2c(c1)OCO2)Nc1ccc(Cl)cc1Cl
i	x	-0.03	CC(C)=Nc1ccccc1C1COC(=O)C1=N (configuration not stated)
i	-0.6	-0.07	CN(Cc1ccccc1F)c1nc(-c2cccs2)nc2ccccc12
i	-0.5	1.1	COc1ccc(CCn2c(=O)[nH]c3cc(C(=O)NCCCN4CCOCC4)ccc3c2=O)cc1OC
i	-0.6	0.15	ON1C2CCCCC2N(O)C1c1c(F)c(F)c(F)c(F)c1F (configuration not stated)
i	-0.4	-0.05	c1ccc(CSc2ncnc3c2cnn3Cc2ccccc2)cc1
i	0.0	0.12	Cc1ccccc1NC(=O)C1C2CCCC1C2c1ccccc1 (configuration not stated)
i	-0.7	-2.6	CC(C)c1ccc(S(=O)(=O)N2CCN(C(=O)c3cccc(F)c3)CC2)cc1
i	-1.8	-0.15	Cc1csc(NC(=O)CSc2nnc(-c3ccccn3)n2-c2ccc(C)c(C)c2)n1
i	-0.9	-0.53	Cc1ccc2c(c1)c1c3n2CCN(C(=O)Cn2c(-c4ccccc4)noc2=O)C3CCC1 (configuration not stated)
i	-0.6	-1.6	CCC(c1nnnn1CCOC)N1CCN(c2nc3ccccc3s2)CC1 (configuration not stated)
i	-0.9	-0.09	Cc1ccc(N2C(=O)C(Cl)=C(NCc3ccccc3)C2=O)c(C)c1
i	-1.2	-3.6	CSCCC(NS(=O)(=O)c1ccc(C)cc1)C(=O)NCCc1c[nH]c2ccccc12 (configuration not stated)
i	0.2	-0.57	Cc1ccc(C23CC4CC(CC(C(=O)OCC(=O)N(C)C)(C4)C2)C3)cc1
i	0.9	-0.47	CCN(CC(=O)NCc1ccc(Cl)cc1)C(=O)/C=C/c1ccco1
i	-0.6	-0.23	CN1CC(=O)N2[C@H](c3ccc4c(c3)OCO4)c3[nH]c4ccccc4c3C[C@@H]2C1=O
i	0.4	0.02	CCc1nnc(NS(=O)(=O)c2ccc(NC(=O)c3ccccc3O)cc2)s1
i	-1.9	0.03	Cc1oc(-c2ccccc2F)nc1CS(=O)CC(=O)NCc1ccccc1 (configuration not stated)
i	-1.2	0.83	CC(=O)Nc1ccccc1C(=O)C(=O)Nc1ccc(Cl)cc1
i	-0.1	0.29	CCCn1c(SCC(=O)NC2CCCC2)nnc1C(C)C
i	-3.0	-1.2	COC(=O)c1scc(C)c1NC(=O)c1ccc(Cl)cc1
i	-0.1	-0.42	COc1ccc(-n2c(C)c([N+](=O)[O-])c3ccc(O)c(CN(C)C)c32)cc1

# 4 entries from above, field by field:
> CN(Cc1ccccc1F)c1nc(-c2cccs2)nc2ccccc12
  KCNQ2 block: i
  STK33 inh: -0.6
  Kir21 block: -0.07
> COc1ccc(CCn2c(=O)[nH]c3cc(C(=O)NCCCN4CCOCC4)ccc3c2=O)cc1OC
  KCNQ2 block: i
  STK33 inh: -0.5
  Kir21 block: 1.1
> ON1C2CCCCC2N(O)C1c1c(F)c(F)c(F)c(F)c1F (configuration not stated)
  KCNQ2 block: i
  STK33 inh: -0.6
  Kir21 block: 0.15
> c1ccc(CSc2ncnc3c2cnn3Cc2ccccc2)cc1
  KCNQ2 block: i
  STK33 inh: -0.4
  Kir21 block: -0.05

# More results.
KCNQ2 block	STK33 inh	Kir21 block	Structure
i	0.5	0.23	COc1ccc(-n2cccc2/C=C2/NC(=O)N(c3cccc(Cl)c3)C2=O)cc1
i	-1.8	-4.5*	O=C1CSC(c2ccccc2[N+](=O)[O-])N1c1ccccc1 (configuration not stated)
i	0.0	-0.02	COc1cc(F)ccc1S(=O)(=O)N1CCN(c2ccccc2)CC1
i	-0.6	0.58	S=C(Nc1ccc(Oc2ccccc2)cc1)N(CCCN1CCOCC1)Cc1ccccn1
i	-3.0	0.45	CC(=O)Nc1ccc(NC(=O)c2ccc(Cn3cc(Cl)cn3)cc2)cc1
i	-2.3	-0.75	Cc1ccc(C2=NN(C(=O)CCC(=O)O)C(c3cccs3)C2)cc1 (configuration not stated)
i	-2.1	-1.4	Cc1ccccc1NC(=O)COc1ccc(Br)cc1C
i	-0.9	-0.13	CCC(C)NC(=O)CNC(=O)c1nn(-c2ccc(OC)cc2)c(=O)c2ccccc12 (configuration not stated)
i	-0.7	-0.83	CC(C)c1ccc(NC2CCCN(C(=O)C3=NN(C)C(=O)CC3)C2)cc1 (configuration not stated)
i	-1.6	0.01	CCCc1ccc(C(=O)NNC(=O)c2ccc(Cl)cc2)cc1
i	2.6	0.01	Brc1c(-c2ccccc2)nc2n1Cc1ccccc1-2
i	-1.7	2.5	COc1cc(/C=N/NC(=O)/C(=C\c2ccc([N+](=O)[O-])cc2)NC(=O)c2ccccc2)cc(OC)c1O
i	0.1	1.2	CC1CC(C)CN(CC(=O)NCCc2ccc(S(N)(=O)=O)cc2)C1 (configuration not stated)
i	-0.7	-0.18	COc1ccc(-c2noc(-c3ccco3)n2)cc1OC
i	0.0	3.5	Cc1ccc(C(=O)COC(=O)c2ccc(Br)o2)cc1C
i	0.7	1.5	COCc1cc(CN(C)C(=O)c2oc3c(F)cccc3c2C)[nH]n1
i	-0.2	-1.7	CCc1ccccc1S(=O)(=O)Cc1ccc(C(=O)NCc2cccs2)o1
i	-1.2	-0.46	CCN(CCCNC(=O)CNC(=O)c1nn(-c2ccc(OC)c(OC)c2)c(=O)c2ccccc12)c1ccccc1
i	-0.8	0.14	O=C(Cc1cccs1)Nc1nnc(COc2ccccc2)s1
i	0.1	-1.7	COc1ccc(CNC(=S)N/N=C/c2ccc(O)c(OC)c2)cc1
i	-0.1	-1.2	Cc1cccc(NS(=O)(=O)c2cn(C)c(=O)n(C)c2=O)c1C
i	1.1	2.3	Cc1ccc(NCC(=O)N/N=C\c2cccc(O)c2)cc1
i	-2.5	0.69	C/C(CC(=O)Nc1ccc(Cl)cc1Cl)=N\NC(=O)c1ccco1
i	0.0	-1.4	CCc1ccccc1NS(=O)(=O)c1cc2c(cc1C)n(C)c(=O)c(=O)n2C
i	0.3	0.77	Cc1cc(C(C)(C)C)oc1C(=O)OCC(=O)NC1CCCCC1
i	x	0.86	COc1ccccc1NC(=O)CCCCC(=O)Nc1ccccc1OC
i	x	0.06	COc1ccc(CN2CCNC(=O)C2CC(=O)NC2CCOCC2)cc1C (configuration not stated)
i	-1.7	0.09	CCCn1ncc(CN2CCN(Cc3ccsc3)C(CCO)C2)c1C (configuration not stated)
-7*	2.9	0.16	O=C(c1noc2c1CSc1ccccc1-2)N1CCN(c2ccc(Cl)cc2)CC1
i	-0.8	-0.82	CSCC[C@H](NC(=O)OC(C)(C)C)C(=O)N1CCC(C(=O)NCC(=O)Nc2ccc(C)cc2)CC1

# (next part)
KCNQ2 block	STK33 inh	Kir21 block	Structure
i	-1.4	0.7	Cn1c(=O)c(C(=O)COc2ccc(C#N)cc2)c(N)n(Cc2ccccc2)c1=O
i	-1.8	-0.82	CCN(CCNC(=O)C1CCN(S(C)(=O)=O)CC1)c1ccccc1
i	-0.7	1.8	C=CCSc1nc(=O)n2cccc(C)c2n1
i	-1.8	0.59	O=C1C2C3C=CC(C3)C2C(=O)N1CCN1CCN(S(=O)(=O)c2ccc3ccccc3c2)CC1 (configuration not stated)
i	-1.8	1.5	CCCCn1c(SC(C)C(N)=O)nc2cc(C(=O)OC)ccc2c1=O (configuration not stated)
i	-0.6	-1.1	CSc1[nH]c(=O)c(C(=O)O)cc1C#N
i	0.4	0.27	CS(=O)(=O)N1CCN(c2ccccc2NC(=O)c2cc(Br)ccc2Cl)CC1
i	-0.1	-0.74	COc1cc(NC(=O)c2ccc(Cl)cc2)c(OC)cc1NC(=O)CN1CCCCC1
i	1.7	-2.9	CSc1ccccc1NC(=O)C(C)N1C(=O)c2ccccc2S1(=O)=O (configuration not stated)
i	-1.8	0.46	Cc1ccc(S(=O)(=O)/N=C(\c2ccccc2)N(C)S(=O)(=O)c2ccc(C)cc2)cc1
i	-0.3	-1.2	COc1ccc(S(=O)(=O)N2CCCCCC2)cc1NC(=O)CC1OC(=O)c2ccccc21 (configuration not stated)
i	0.7	-0.36	O=C(CN1N=C(c2ccc(Cl)cc2)CCC1=O)NCc1cccs1
i	-1.1	-0.33	FC(F)(F)c1nc(Sc2ncccc2C(F)(F)F)n[nH]1
i	-0.6	0.97	c1ccc2c(c1)CCCC2C1=NCCN1 (configuration not stated)
i	-0.5	0.54	COc1cccc(NC=C2C(=O)OC(C)(C)OC2=O)c1
i	-0.6	-0.8	CCOCc1nnc(NC(=O)c2cccc(OC)c2)s1
i	0.0	1.4	CCOC(=O)N/N=C/c1ccc(OCCSc2ccc(Cl)cc2)c(OC)c1
i	-1.6	0.17	O=C(c1cc(COc2ccc(F)cc2Cl)on1)N1CCCCCCC1
i	-3.5	-0.06	Nc1nc(C2CCCCC2)cs1
i	-0.1	-0.11	COc1ccc(S(=O)(=O)NCc2ccc3c(c2)OCO3)cc1C(=O)O

# Not a hit list (roughly 1.9% active in at least one column).
